Bioassay records deposited in PubChem by The Scripps Research Institute Molecular Screening Center.
HTRA1 inh: HTRA1 (human) protease inhibition; inhibition, % at 5.96 µM; Q92743; recombinant HTRA1, FP-rhodamine activity-based probe, fluorescence polarization; 340,000 tested, 0.5% active; in the data active means inhibition above about 36%;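 further: 0% = enzyme with DMSO and 100% = wells lacking enzyme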
Target sequence (Q92743 whole entry, looked up): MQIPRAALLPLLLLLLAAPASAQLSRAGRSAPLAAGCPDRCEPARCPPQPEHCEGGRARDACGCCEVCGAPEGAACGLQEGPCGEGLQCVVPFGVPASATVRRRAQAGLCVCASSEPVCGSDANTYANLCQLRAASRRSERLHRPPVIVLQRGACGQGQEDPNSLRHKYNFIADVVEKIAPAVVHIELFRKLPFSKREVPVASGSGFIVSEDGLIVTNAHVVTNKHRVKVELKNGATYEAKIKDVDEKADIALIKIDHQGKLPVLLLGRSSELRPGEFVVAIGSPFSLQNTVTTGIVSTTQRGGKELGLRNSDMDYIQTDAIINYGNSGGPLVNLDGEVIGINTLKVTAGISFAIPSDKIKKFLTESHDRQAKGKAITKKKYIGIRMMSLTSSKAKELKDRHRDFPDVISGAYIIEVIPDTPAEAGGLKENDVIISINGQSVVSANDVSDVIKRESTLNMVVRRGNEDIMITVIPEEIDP
SIAE inh: blocks human sialic acid acetylesterase | Q9HAT2 | SIAE FP-Rh probe binding, fluorescence polarization | inhibition, % at 9.66 µM | 370,000 tested, 0.69% active | AID 1053197;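 active means inhibition above a cutoff: mean of compounds within the control limits plus 3 SD of those, cut at about 17% in these data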;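 further: 0% = plate median of compound wells and 100% = probe without SIAE protein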
DDE Tn7 FP inh: disrupts Tn7 cyclic peptide binding to fibrin D-Dimer-E complex. P02675. FP displacement of FITC-Tn7 peptide from fibrin DD(E); 0% = median of compound wells per plate. inhibition, % at 8.3 µM. 370,000 tested, 0.13% active. AID 720508;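 active means inhibition above the mean of compounds falling within the control limits plus 3 SD of them, cut at about 14% in these data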;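 further: 0% = plate median of compound wells and 100% = 10 µM Aha-Tn7 peptide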
Target sequence (P02675 whole entry, looked up): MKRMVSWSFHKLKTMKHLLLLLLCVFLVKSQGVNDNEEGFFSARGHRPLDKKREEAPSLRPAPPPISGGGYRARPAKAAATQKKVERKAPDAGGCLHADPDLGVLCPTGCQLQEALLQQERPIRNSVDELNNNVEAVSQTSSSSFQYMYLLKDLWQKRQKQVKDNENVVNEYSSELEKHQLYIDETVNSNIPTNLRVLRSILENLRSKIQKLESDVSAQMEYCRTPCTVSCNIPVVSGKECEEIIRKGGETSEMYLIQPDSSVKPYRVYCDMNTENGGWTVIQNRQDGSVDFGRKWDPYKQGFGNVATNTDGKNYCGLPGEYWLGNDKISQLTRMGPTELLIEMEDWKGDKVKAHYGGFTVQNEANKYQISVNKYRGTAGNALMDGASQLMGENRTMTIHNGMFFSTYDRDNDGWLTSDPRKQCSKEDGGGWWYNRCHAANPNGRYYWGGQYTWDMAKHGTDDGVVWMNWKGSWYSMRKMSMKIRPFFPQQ
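Assay system: human fibrin DD(E). Input: DD(E) 2 µM final. Medium: Tris buffer with calcium and detergent, pH 7.8. Compound dosing: single point at 8.3 µM. Timing: 10 min plus 3 h, room temperature. Technique: fluorescence polarization of the labelled Tn7 tracer. Read-out: percent inhibition. Replicates: singlicate testing.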
mABHD4 FP: ABHD4 (mouse) inhibition, primary FP screen | Q8VD66 | purified mABHD4, FP-Rh probe fluorescence polarization | inhibition, % at 8.92 µM | 370,000 tested, 0.54% active | AID 720543;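 active means inhibition exceeding the mean over every tested compound plus 3 SD, cut at about 30% in these data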;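 further: 0% = plate median of compound wells and 100% = S159A mutant with DMSO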
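Material: mouse ABHD4 enzyme, wild type; Benchmarks: S159A mutant high control, sample median low control; Buffer or medium: HEPES pH 7.0, NaCl, Pluronic buffer; Signal: fluorescence polarization; Read-out: percent inhibition of probe binding, normalized to plate controls; Timing: pre-incubation 45 min, probe exposure 60 min, at 25 °C; Dosing: 8.92 µM, single dose.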
TDP2 inh: blocks human TDP2 phosphodiesterase activity | O95551 | 370,000 tested, 0.34% active | inhibition, % at 12.8 µM | recombinant TDP2, T5PNP hydrolysis, p-nitrophenol absorbance 415 nm;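 active means inhibition above the mean of all tested compounds plus 3 SD, set per campaign, cut at about 25% in these data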;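 further: 0% = DMSO with enzyme and 100% = buffer with substrate but no TDP2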
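Material: recombinant human TDP2; quantity: TDP2 enzyme at 120 nM final; medium: Tris-HCl pH 7.5 with MgCl2; compound: single concentration, 12.8 µM nominal, with 1% DMSO; incubation: 2 h enzyme incubation at 37 °C; signal: epi absorbance; measure: percent inhibition; benchmarks: high control without enzyme, low control DMSO plus TDP2; repeats: singlicate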
PRMT1 FP inh: PRMT1 (human) inhibition, primary screen; 370,000 tested, 1.3% active; Q99873; recombinant PRMT1, activity-based probe fluorescence polarization; inhibition, % at 2.79 µM;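 active means inhibition above about 21% made by adding two undisclosed values, limit read from the data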
PG9 binder: binds the HIV-1 gp120 antibody PG9; TR-FRET gp120-PG9 antibody binding; inhibition, % at 6.7 µM; 360,000 tested, 0.43% active; AID 624416; in the data active means inhibition above about 8.5%
TCR-CD3 inh: human TCR-CD3 binding inhibition; inhibition, % at 9.4 µM; TAMRA-labeled TCR probe fluorescence, biochemical; 360,000 tested, 0.37% active; in the data active means inhibition above about 19%;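 further: recombinant mutant TCR 2C K166C tagged with TAMRA read by polarization; 0% = receptor in buffer alone and 100% = receptor with positive control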
UHRF1 MBD2 ctr: blocks human UHRF1 binding to methylated DNA | Q96T88 | UHRF1 binding to methylated oligo, TR-FRET | inhibition, % at 4.4 µM | 370,000 tested, 0.75% active | AID 687016; in the data active means inhibition above about 21%;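 further: UHRF1 SRA domain binding a hemimethylated CpG hairpin DNA probe; 0% = median of test compound wells and 100% = reference inhibitor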
LEDGF integ inh: blocks HIV-1 LEDGF/p75-dependent DNA integration. TR-FRET IN-LEDGF/p75 DNA integration, Eu/Cy5. inhibition, % at 3.7 µM. 370,000 tested, 0.64% active;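 active means inhibition above the screen-wide mean plus 3 SD, cut at about 13% in these data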;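 further: signal is the Cy5 over europium emission ratio at 671 and 618 nm; 0% = plate median of compound wells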
* hit, by the source's call; / = no result given.

SMILES	HTRA1 inh	SIAE inh	DDE Tn7 FP inh	mABHD4 FP	TDP2 inh	PRMT1 FP inh	PG9 binder	TCR-CD3 inh	UHRF1 MBD2 ctr	LEDGF integ inh
O=c1c2ccccc2nc(SCc2ccccc2Cl)n1Cc1ccccc1	3.3	-6.1	1.0	-1.6	6.8	-4.6	0.2	-3.1	-3.6	-1.3
COc1ccccc1C(=O)Nc1ccc2c(c1)nc(CN1CCCCC1)n2C	-8.8	2.1	-4.2	1.9	-3.1	2.4	-1.4	-0.2	-1.8	1.6
CC(Oc1ccc(Br)cc1)C(=O)N1CCN(c2ccccn2)CC1 (centres undefined)	-0.9	1.0	-2.4	2.6	2.8	-1.5	-1.7	1.9	0.6	2.8
COC(=O)c1cc2c(c3c4cc(C)ccc4n(S(=O)(=O)c4ccc(C)cc4)c13)C(=O)N(Cc1ccc(C(F)(F)F)cc1)C2	/	-1.5	3.8	-12.2	-6.2	-1.8	-1.3	-2.8	0.3	3.1
COCCNC(=O)/C(C#N)=C/c1c(N2CC(C)OC(C)C2)nc2ccccn2c1=O (centres undefined)	6.9	-6.4	-1.3	0.8	-13.7	1.1	-1.9	-0.6	-0.7	1.1
COc1ccc(CCNC(=O)Cn2nc(C)c3c(C)n(-c4ccccc4)nc3c2=O)c(OC)c1	-5.3	13.7	-1.7	-0.4	13.8	-2.5	0.4	5.5	-2.9	-1.8
COc1ccc([N+](=O)[O-])cc1C1NN=C(c2cccc3ccccc23)S1 (centres undefined)	-7.6	-1.2	-4.4	6.7	3.0	-2.0	0.3	-3.5	-3.3	0.9
CCP(=O)(c1cccc([N+](=O)[O-])c1)c1cccc([N+](=O)[O-])c1	4.1	3.8	-6.2	-3.4	-15.4	-0.9	-1.3	1.7	-2.5	5.7
O=C(CNC(=O)c1ccco1)OCc1ccc(C(=O)Oc2ccccc2)cc1	5.7	-5.4	2.7	-1.6	-2.3	4.5	0.6	1.7	9.6	0.7
O=C(NCc1ccccc1F)C1CCCN(C(=O)Nc2ccc(F)cc2)C1 (centres undefined)	-2.6	-18.6	2.4	-2.2	-5.8	-3.8	-2.2	-0.8	-0.6	0.2
CC(C)CCNC(=O)CNC(=S)N(Cc1ccccc1)Cc1cccnc1	-0.6	10.0	-7.8	9.6	-0.4	-5.2	-2.7	3.2	-2.5	-0.6
CN1CCN(CCCNC(=O)CCc2nnc3n(Cc4ccccc4Cl)c(=O)c4ccccc4n23)CC1	3.8	4.1	7.3	1.1	7.8	-1.3	-0.3	5.6	1.1	-1.5
CCOC(=O)CSc1nc(-c2ccccc2)nc2ccccc12	-45.6	-22.7	-7.1	-6.1	0.4	-3.1	-3.0	0.8	0.2	2.0
O=C(c1cc(Br)c(Br)s1)N1CCN(C/C=C/c2ccccc2)CC1	-31.5	-1.4	4.3	3.4	1.9	-0.3	-1.9	-2.5	0.3	-1.1
Cc1csc(=O)n1CCC(=O)OCC(=O)N(CC(C)C)c1c(N)n(Cc2ccccc2)c(=O)[nH]c1=O	15.1	-11.4	0.7	-6.9	-12.1	4.9	-2.4	2.4	-0.9	0.7
COc1ccc(CS(=O)(=O)CC2(O)CCN(C(=O)c3cccc(C(F)(F)F)c3)CC2)cc1	5.2	6.0	-5.3	-5.8	4.7	-1.2	-0.6	-2.9	-1.4	-2.2
CCC/C=C1/CCCOC(C(=O)NCCNCCO)(C(F)(F)F)C1 (centres undefined)	6.3	2.2	-2.5	-12.3	-2.3	-0.8	-0.4	-0.1	5.1	2.5
CC(NC(=O)c1ccc(CS(=O)(=O)c2ccc(Cl)cc2)o1)c1ccc2c(c1)OCCO2 (centres undefined)	-19.4	-1.6	-5.3	-1.4	-2.9	3.3	-1.5	3.2	-1.0	2.8
CC(=O)N(c1ccc(Cl)cc1)c1c[nH]c2ccccc12	2.9	-2.2	3.4	-4.6	9.9	4.6	-0.1	-0.7	0.0	0.2
COC(=O)c1ccc(Oc2nc3ccccc3n3c(C)nnc23)cc1	3.9	-0.2	-7.6	-8.6	0.1	-5.8	-1.5	4.0	0.6	1.0
CSc1oc(-c2cccs2)nc1S(=O)(=O)c1ccccc1	-1.1	-0.7	3.3	-7.7	1.3	-2.5	1.0	-6.4	2.3	3.9
C#CCN(C[C@@H]1[C@@H](OC(=O)NCc2ccccc2F)[C@@H](OC(=O)NCc2ccccc2F)CN(C(=O)OC(C)C)N1C(=O)OC(C)C)S(=O)(=O)c1ccc(C)cc1	-20.0	-6.5	-7.0	-9.2	5.9	-0.5	-1.2	2.8	-0.8	-0.2
Fc1cccc(Cc2c(-c3ccccc3)nc3ccc(Cl)cn23)c1	/	6.3	3.0	-8.4	-4.5	-2.7	0.7	-4.8	5.2	5.5
CCOc1ccc(NS(=O)(=O)c2ccc(NS(=O)(=O)c3ccc(SC)cc3)cc2)cc1	-23.1	-32.0	3.8	-38.6	-1.9	3.8	4.1	-6.3	16.6	3.1
CC(C)CNC(=O)C(=O)NNC(=O)c1ccco1	/	1.7	-10.0	1.8	8.5	0.6	-1.1	-0.1	-0.1	-0.1
CCOc1nc(Nc2cc(Cl)ccc2OC)nc(OCC)n1	-0.7	-0.2	2.0	0.1	7.3	-2.7	0.1	0.2	3.5	-0.9
Cc1ccccc1NC(=O)Cn1cc(C(=O)C2CC2)c2ccccc21	6.5	3.1	-2.8	4.2	-3.3	0.2	0.1	-3.9	1.6	-2.8
COc1ccc(S(=O)(=O)CCC(=O)Nc2cc(C)ccc2OC)cc1	0.9	6.1	9.6	0.5	5.9	1.1	2.0	-7.8	-1.5	-0.9
CN1CCN(c2cc(-c3ccccc3)nc3cc(-c4ccc(F)cc4)nn23)CC1	-24.2	-15.6	0.8	1.6	2.3	-2.5	-0.2	2.2	-2.3	-2.3
Cn1nc([N+](=O)[O-])nc1Oc1ccccc1	8.6	-2.3	1.6	0.2	-7.7	-3.1	-1.8	-1.8	-0.5	-4.0
COc1ccc(NC(=O)c2c3c(nc4ccccc24)CCN(Cc2ccccc2)C3)c(OC)c1	-0.8	0.8	1.9	3.4	0.9	-0.8	-0.8	5.1	-2.7	4.5
COc1ccc(C)cc1NC(=O)c1ccc(CN2CCc3ccccc3C2)cc1	-13.4	-2.6	1.6	-11.0	7.9	4.1	0.6	-7.2	0.4	2.2
CS(=O)(=O)c1cccc(NC(=O)C2CC2)c1	8.8	1.4	-8.5	2.5	1.5	-0.8	-0.1	5.1	12.1	2.1
CN1CC(c2ccccc2)C2(COc3ccccc3C2=O)C12C(=O)Nc1ccccc12 (centres undefined)	-21.6	5.0	-0.3	-1.8	1.2	3.9	-0.3	5.1	0.2	-0.1
O=C(/C=C/c1ccc([N+](=O)[O-])cc1)OCC(=O)N1CCOCC1	-3.9	-2.3	3.1	-6.6	1.5	1.1	-2.3	-3.5	13.5	-3.8
OC[C@@H]1CCCN1Cc1cn(-c2ccccc2)nc1-c1ccc2c(c1)OCO2	-5.9	2.9	-1.5	1.3	-1.3	-3.5	0.4	-0.1	-0.3	4.8
O=C(CSc1ccc(Cl)cc1)Nc1ccccc1	-3.7	-3.5	2.8	-21.2	-6.5	5.8	0.3	-1.4	3.7	-6.3
CCCn1cc(S(=O)(=O)c2ccc(F)cc2)c(=O)c2cc(OCC)ccc21	-6.7	-0.9	0.3	0.1	6.3	6.2	0.1	0.2	-0.7	2.9
Cc1cccc(C(=O)Nc2ccccc2C(=O)OCc2c(C)noc2C)c1	4.6	5.0	-13.4	1.0	-12.4	-2.0	-0.8	-3.0	1.2	1.1
Cc1cccn2c(=O)nc(SCC(=O)NCCc3ccccc3)nc12	3.2	3.5	3.6	0.6	-8.1	1.6	3.4	2.4	-0.8	-2.5

Brought forward from above: two compounds, then new ones.
SMILES	HTRA1 inh	SIAE inh	DDE Tn7 FP inh	mABHD4 FP	TDP2 inh	PRMT1 FP inh	PG9 binder	TCR-CD3 inh	UHRF1 MBD2 ctr	LEDGF integ inh
Cc1cccc(C(=O)Nc2ccccc2C(=O)OCc2c(C)noc2C)c1	4.6	5.0	-13.4	1.0	-12.4	-2.0	-0.8	-3.0	1.2	1.1
Cc1cccn2c(=O)nc(SCC(=O)NCCc3ccccc3)nc12	3.2	3.5	3.6	0.6	-8.1	1.6	3.4	2.4	-0.8	-2.5
CN1CCN(C=Nc2nc3ccccc3nc2N2CCCC2)CC1	-8.1	-1.6	-0.3	2.8	10.0	0.9	-1.1	-4.0	-1.7	0.1
CCOC(=O)CCCNC(=O)OC1CCC12CCC(c1ccccc1)CC2 (centres undefined)	/	-4.8	0.1	-8.8	-2.5	4.8	/	/	0.4	-4.2
Cn1c(SCC(=O)NCc2ccc3c(c2)OCO3)nnc1-c1cccs1	6.9	0.3	0.3	3.5	4.6	-2.8	0.8	2.3	1.1	-1.0
Cc1ccccc1C(=O)NC(=S)Nc1ncccn1	-4.0	2.0	-2.5	2.6	17.8	1.5	1.1	-0.5	-0.1	-1.7
Cc1cccc(C)c1NC(=O)CN(C)CC(=O)Nc1ccccc1Br	-5.1	1.9	-9.0	-0.8	-6.5	-1.8	0.6	5.1	-3.8	1.7
CCOCCCNC(=O)CSc1ccccc1	5.4	-4.3	-6.2	-2.4	-4.6	-0.1	0.0	-2.0	-0.5	-0.9
CCC(=O)OCCn1c(=O)c2ccccc2c2ccccc2c1=O	2.5	-2.0	-1.1	-0.7	-0.3	-2.4	0.4	3.6	0.5	-2.0
COc1ccc(CCNC(=O)CSc2nnc(-c3cccc(F)c3)o2)cc1OC	-6.9	0.7	-1.7	6.4	-1.4	2.5	-1.4	5.0	-1.0	0.3
Cc1ccc(C(=O)NCC(=O)OCCOc2ccccc2Cl)cc1	-9.4	13.2	1.1	1.2	6.5	0.6	-0.5	-3.1	1.9	0.1
COc1ccc(-c2cc([C@H]3[C@@H]4C=CCC[C@@]4(C)C(=O)N3Cc3ccccc3)ccc2F)cc1OC	-48.9	-0.5	1.3	-6.9	4.8	-1.3	1.0	-3.0	0.1	-2.7
C=CCc1ccccc1OCC(=O)O	3.5	0.1	2.7	-7.1	-3.8	5.6	-1.2	-6.4	1.0	6.5
O=C(CN[C@@H](Cc1c[nH]c2ccccc12)C(=O)NCCc1c[nH]c2ccccc12)NC1CCCCC1	/	7.2	-1.5	8.9	10.2	1.6	/	/	-0.8	-1.9

Single records (already shown).
`COc1ccc(C)cc1NC(=O)c1ccc(CN2CCc3ccccc3C2)cc1` as listed: HTRA1 inh: -13.4; SIAE inh: -2.6; DDE Tn7 FP inh: 1.6; mABHD4 FP: -11.0; TDP2 inh: 7.9; PRMT1 FP inh: 4.1; PG9 binder: 0.6; TCR-CD3 inh: -7.2; UHRF1 MBD2 ctr: 0.4; LEDGF integ inh: 2.2
`C=CCc1ccccc1OCC(=O)O` as listed: HTRA1 inh: 3.5; SIAE inh: 0.1; DDE Tn7 FP inh: 2.7; mABHD4 FP: -7.1; TDP2 inh: -3.8; PRMT1 FP inh: 5.6; PG9 binder: -1.2; TCR-CD3 inh: -6.4; UHRF1 MBD2 ctr: 1.0; LEDGF integ inh: 6.5
